From PubChem
KLF5 inh: inhibitors of KLF5 expression; inhibition, % at 5 µM; DLD-1 KLF5 promoter-luciferase reporter, luminescence; hit rate 0.23% among 290,000;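 active = inhibition above a per-plate limit of that plate's mean compound inhibition plus 3 SD, cut at about 60% in these data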;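 also: 0% = DMSO wells and 100% = LY294002 at 200 µM; higher means less KLF5 promoter-driven luciferase light; inactives centre near -14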
GSK3beta inhib: inhibitors of human GSK3beta kinase. P49841. GST-GSK3beta kinase, ADP-Glo luminescence, 60 min; stronger effect = lower value. activity score (negative = inhibition), % at 10 µM. hit rate 0.038% among 300,000;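 active = more than half of replicate wells score below -50%, meaning over 50% inhibition versus plate controls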;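 also: 0% = median DMSO wells and -100% = median GW8510 positive control wells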
Target sequence (P49841 whole entry, looked up): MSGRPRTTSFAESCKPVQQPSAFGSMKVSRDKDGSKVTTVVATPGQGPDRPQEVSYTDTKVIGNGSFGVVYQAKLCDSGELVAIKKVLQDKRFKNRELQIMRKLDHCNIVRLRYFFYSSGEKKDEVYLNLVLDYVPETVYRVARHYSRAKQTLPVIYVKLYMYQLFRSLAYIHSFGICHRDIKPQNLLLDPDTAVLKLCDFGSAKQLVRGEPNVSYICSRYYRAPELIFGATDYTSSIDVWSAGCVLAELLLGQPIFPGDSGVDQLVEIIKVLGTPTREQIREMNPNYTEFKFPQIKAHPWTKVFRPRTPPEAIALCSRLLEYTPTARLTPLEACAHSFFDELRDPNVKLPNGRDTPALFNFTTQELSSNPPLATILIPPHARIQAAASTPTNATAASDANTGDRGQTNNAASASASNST
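Assay system: GST-fused GSK3beta enzyme, cell-free / Medium: Tris pH 7.5 buffer with MgCl2, DTT, BSA, heparin / Also added: peptide substrate plus 25 µM ATP (final) / Compound: 10 µM single point / Timing: kinase reaction with compound 60 min at room temperature / Detection: ADP-Glo luminescence / Benchmarks: DMSO neutral wells and GW8510 at 20 µM as positive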
HSF1 inhib: HSF1 inhibition. NIH3T3-HGL HSE-luciferase, MG132-induced, luminescence 8 h; stronger effect = lower value. hit rate 0.77% among 300,000. activity change, negative = inhibition, % at 7.5 µM (by protocol);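 active = more than half of replicate wells show activity change below -50%, luminescence cut by over half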;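 also: luciferase reports HSF-1 transcriptional activity via heat shock element; 0% = median of DMSO wells and -100% = zero luminescence signal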
IEC-6 cytotox: kills IEC-6 intestinal cells in KLF5 counter-screen | IEC-6 cytotoxicity, luminescence viability | inhibition, % at 5 µM | hit rate 0.78% among 290,000; in the data active = inhibition above about 22%;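 also: 0% = plate median of test compound wells and 100% = cytotoxic reference compound wells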
AI-2 QS mod: Vibrio harveyi AI-2 quorum sensing modulation | Vibrio harveyi JMH597 AI-2 luminescence/OD600 ratio, 9 h; stronger effect = lower value; strain lacks LuxN and CqsS sensors; 0 = neutral-control median | activity change, % at 7.5 µM | hit rate 0.4% among 300,000 | AID 2094; in the data active = activity change below about -75%, passing the limit was not always enough;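 also: luminescence divided by OD600 gain over 9 h not by final OD600 alone; inactives centre near 13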
GSK3A inh: blocks human GSK-3 alpha kinase; hit rate 0.1% among 320,000; ADP-Glo luminescence, 60 min; inhibition, % at 10 µM; P49840;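 in the data active = inhibition above about 50%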;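 also: GST-tagged GSK-3 alpha with peptide substrate and 25 µM ATP; 0% = DMSO neutral wells and 100% = GW8510 positive control wells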
Target sequence (P49840 whole entry, looked up): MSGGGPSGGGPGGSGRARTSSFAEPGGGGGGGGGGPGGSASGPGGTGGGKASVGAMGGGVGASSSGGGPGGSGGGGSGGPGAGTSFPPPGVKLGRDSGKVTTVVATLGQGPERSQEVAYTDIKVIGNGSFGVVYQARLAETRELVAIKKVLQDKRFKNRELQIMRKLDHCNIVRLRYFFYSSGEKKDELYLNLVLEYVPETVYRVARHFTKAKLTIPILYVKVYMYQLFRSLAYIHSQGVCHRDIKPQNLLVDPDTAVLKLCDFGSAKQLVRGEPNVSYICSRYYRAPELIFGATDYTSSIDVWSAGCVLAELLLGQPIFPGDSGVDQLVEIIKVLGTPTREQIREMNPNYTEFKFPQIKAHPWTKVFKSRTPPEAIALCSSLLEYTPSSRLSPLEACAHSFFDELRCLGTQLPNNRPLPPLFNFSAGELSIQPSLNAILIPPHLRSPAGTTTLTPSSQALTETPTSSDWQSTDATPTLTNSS
HSF-1 act: increases HSF-1 driven luciferase reporter signal; NIH3T3-HGL HSF-1 luciferase reporter, MG132, 8 h; 100% = twice DMSO control signal; activation, % at 9 µM; hit rate 1.7% among 300,000; AID 504408;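 active = mean replicate activation of at least 50% with a set share of replicates each reaching 50%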;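 also: 0% = median of the neutral control wells and 100% = twice that signal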
aSyn 5UTR inh: MLPCN primary screen, SNCA 5' untranslated region; AID 1813; alpha-synuclein 5'UTR reporter, inhibitor activity; inhibition, % (tested at 7.5 µM); hit rate 0.82% among 300,000; in the data active = inhibition above about 60%;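 also: H4 neuroglioblastoma cells stably carrying SNCA 5'UTR luciferase fusion; 0% = DMSO wells and 100% = positive control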
HSP90 inh: blocks HSP90-mediated luciferase refolding in reticulocyte lysate; Rabbit reticulocyte lysate, luciferase refolding luminescence, 3 h; inhibition, % at 5.6 µM; hit rate 0.91% among 290,000;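 active = inhibition above the screen-wide mean plus 3 SD, computed separately per campaign, cut at about 16% in these data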;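 also: 0% = DMSO wells and 100% = 60 µM geldanamycin wells; inhibitors lower the luminescence because luciferase stays unfolded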
PolyA inhibitor: blocks polyadenylation in yeast reporter cells. hit rate 0.02% among 300,000. S. cerevisiae SKY197-pL101 polyadenylation reporter, beta-gal luminescence; efflux-impaired pdr1/pdr3 knockout yeast; score 100 = 6 SD above DMSO. calls only at 12 µM;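 active = lowest replicate activity score at least 50, where 100 means six control SD above control mean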;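 also: yeast exposed to compound for 9 h at 30 °C; higher score means more reporter readthrough which indicates perturbed polyadenylation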
Active calls of the source: *; i = inactive; / = not tested or not shown. An excerpt (hit frequency here may not be typical).

SMILES | KLF5 inh | GSK3beta inhib | HSF1 inhib | IEC-6 cytotox | AI-2 QS mod | GSK3A inh | HSF-1 act | aSyn 5UTR inh | HSP90 inh | PolyA inhibitor
Cc1nn(C)c(Cl)c1CN1CCCC(C(=O)Nc2ccc(-c3cscn3)cc2)C1 (centres undefined) | -17 | 1 | -7 | 5 | 2 | 0 | -5 | 20 | -2 | i
COc1ccc(OC)c(C2C(C#N)=C(N)Oc3cc(C)[nH]c(=O)c32)c1 (centres undefined) | -41 | 4 | 13 | 0 | 14 | 0 | -3 | -1 | 8 | i
CC(C)C(C(=O)N1CCN(Cc2ccccc2)CC1)c1ccccc1 (centres undefined) | -20 | 0 | -18 | -1 | -4 | -1 | -35 | 6 | -3 | i
O=C(CSc1nnc(CNC(=O)c2ccco2)o1)Nc1ccc(Br)cc1 | -24 | -1 | -2 | 5 | 22 | 0 | 2 | 3 | 2 | i
Cc1cc(NC(=O)c2ccccc2C)ccc1NC(=O)c1ccccc1Cl | -43 | 3 | 2 | -3 | -4 | -4 | 1 | -21 | -1 | i
Cc1c(C(=O)NC2CCCc3ccccc32)oc2ccc(S(=O)(=O)N3CCCCC3)cc12 (centres undefined) | -12 | -1 | -12 | 5 | 9 | 4 | -9 | 18 | 4 | i
NNC(=O)c1cccn(Cc2cccc(C(F)(F)F)c2)c1=O | -15 | -1 | 3 | -6 | 13 | -2 | 29 | 4 | 3 | i
CCn1cc(CN2CCC(n3nccc3NC(=O)C3CCCC3)CC2)c(C)n1 | -14 | 5 | -1 | -4 | 27 | -2 | 14 | -12 | -5 | i
COc1ccc(C)cc1NC(=O)CCS(=O)(=O)c1cc2c(cc1Cl)NC(=O)CO2 | -27 | -1 | -2 | -1 | 20 | -2 | 5 | 6 | 1 | i
O=C(Nc1ccccc1)c1nn(-c2cccc(C(F)(F)F)c2)ccc1=O | -5 | 5 | -1 | 0 | -5 | 0 | 3 | 6 | 7 | i
N#CCCN1CCN(C(CNS(=O)(=O)c2ccc(Cl)cc2)c2ccccc2)CC1 (centres undefined) | -8 | 1 | -2 | -2 | 1 | -1 | 6 | -3 | 1 | i
CC(C)Nc1nc(NC(C)C)nc(N(C)n2cnnc2)n1 | -6 | -2 | 3 | -2 | 15 | -1 | -15 | 11 | 0 | i
O=C(c1ccc2c(=O)n(Cc3ccc(Cl)cc3)c(=S)[nH]c2c1)N1CCOCC1 | 3 | 0 | -21 | 0 | -6 | 2 | -12 | 31 | 12 | i
COc1ccc(C2C(C(=O)N3CCCCC3)CC(=O)N2c2ccc(OC)cc2)cc1 (centres undefined) | -7 | 0 | -1 | -2 | 30 | -2 | -3 | -9 | -2 | i
O=C(O)c1cc([N+](=O)[O-])c(NCc2cccnc2)c([N+](=O)[O-])c1 | -16 | -4 | -2 | -6 | 4 | 1 | -15 | 6 | -3 | i
COC(=O)c1cc(C)cc(=O)o1 | -17 | 1 | 5 | 3 | 30 | 1 | 10 | -7 | 2 | i
CCOC(=O)c1nn(-c2ccc(Cl)cc2Cl)c(=N)c(C#N)c1C | -11 | 2 | 4 | -2 | 29 | 2 | 43 | 1 | 1 | i
Cc1cc(NC(=S)N(Cc2ccc(Br)cc2)Cc2ccc(C(=O)O)cc2)ccc1Cl | -50 | 2 | 49 | 5 | 18 | -5 | 58* | -21 | 4 | i
Cc1cccn2c(=O)c3cc(C(=O)N4CCCCC4)sc3nc12 | -20 | 2 | 7 | -4 | 26 | -2 | 16 | -64 | -3 | i
CN(Cc1cn(C)c2ccccc12)C(=S)Nc1cc(F)cc(F)c1 | 1 | 0 | 5 | 4 | 7 | -1 | 7 | 5 | 0 | i
O=C(COC(=O)c1nc(Cl)ccc1Cl)Nc1ncc(Cl)cc1Cl | / | 0 | -9 | / | -5 | -3 | -29 | -11 | / | i
COc1ccc2c(c1)C1(C)CC(C)(C)N2C(=O)N1c1ccccc1 (centres undefined) | -26 | 4 | 5 | -3 | 14 | -2 | 31 | 33 | -1 | i
CCOC(=O)c1ccccc1NC(=O)c1ccccc1NS(C)(=O)=O | -17 | 1 | -4 | 9 | 5 | -3 | 17 | 17 | 1 | i
COC(=O)CC1=NN(c2nc3ccccc3s2)C(=O)/C1=C/N(C)C | -20 | 1 | -7 | -4 | 11 | -1 | -8 | 0 | 7 | i
CCSCCOC(=O)C1=C(C)NC(=O)NC1c1ccccc1 (centres undefined) | -39 | -2 | 4 | 1 | 7 | 0 | 7 | 23 | -3 | i
CCCCNC1C(CC)C(CCC)C(C#N)(C#N)C1(C#N)C#N (centres undefined) | 2 | -1 | 84 | -1 | 4 | -4 | 118* | 7 | 5 | i
Cc1c(NS(C)(=O)=O)cccc1-c1nc2cccnc2s1 | -49 | 1 | -9 | 6 | -3 | 0 | 3 | -64 | 1 | i
CC(=O)c1ccc(-n2c(-c3cc(-c4ccsc4)n[nH]3)n[nH]c2=S)cc1 | -36 | 1 | -9 | -6 | 12 | 1 | -5 | -19 | -3 | i
Cc1ccccc1OCC(=O)NNC(=O)CCN1C(=O)c2ccccc2C1=O | 12 | -1 | 5 | 6 | 12 | -2 | 9 | -15 | 0 | i
C=CCn1c(SCC(=O)Nc2nc(C)cs2)nnc1C(NC(=O)c1ccccc1)C(C)C (centres undefined) | -7 | 3 | 1 | 2 | 16 | 2 | 32 | -2 | 2 | i
O=C(c1cc2ccccc2oc1=O)N(Cc1ccccc1)C1CCS(=O)(=O)C1 (centres undefined) | -25 | 2 | 5 | 0 | 16 | -2 | 0 | -88 | -1 | i
CCN(CCNCC(O)COCc1ccc(Cl)cc1)c1cccc(C)c1 (centres undefined) | -5 | -3 | -2 | 2 | 33 | 1 | -5 | 17 | 5 | i
CC(=O)NC1(c2cccc(F)c2)CCN(CC(=O)NC2CCCCC2)CC1 | -7 | 0 | 2 | 4 | 5 | -2 | 22 | 8 | 1 | i
O=C(c1cccc(Br)c1)N1CCN(S(=O)(=O)N2CCCCCC2)CC1 | 10 | -2 | -8 | 1 | 21 | -2 | -15 | 4 | -3 | i
CCN(Cc1ccccc1)C(c1cc2ccc(C)cc2[nH]c1=O)c1nnnn1CCOC (centres undefined) | -42 | -2 | -2 | -3 | 18 | -2 | 1 | -1 | -1 | i
Cc1ccc(CNC(=O)CCn2c(=O)oc3ccccc32)cc1 | 2 | 4 | 4 | -3 | 3 | -1 | -8 | -7 | -3 | i
Cc1oc2c(c(C)cc3oc(=O)c(CC(=O)NCC(=O)NCC(=O)NCC(C)O)c(C)c32)c1C (centres undefined) | -29 | -13 | -5 | 0 | 26 | 2 | -12 | -11 | 2 | i
CC1=C(C(=O)OC(C)C)C(c2cccc([N+](=O)[O-])c2)n2c(cc(=O)[nH]c2=S)N1 (centres undefined) | 4 | -1 | 3 | -7 | 0 | -2 | 35 | 0 | 3 | i
CCOC(=O)c1ccc(NS(=O)(=O)c2c(C)[nH]c(C)c2C(=O)N2CCCCC2)cc1 | -14 | 3 | -8 | -1 | 0 | -2 | -7 | 29 | 1 | i
COc1ccc(/C(=N/OC(C)=O)c2nccc3cc(OC)c(OC)cc23)cc1OC | -4 | 0 | -1 | 9 | 6 | 0 | 0 | 31 | 3 | i
O=C(CSc1ncnc2c1sc1ccccc12)Nc1ccc(Br)cc1 | 16 | 2 | -11 | 5 | 20 | -4 | -3 | -4 | 2 | i
O=S1(=O)N=C(N2CCN(Cc3ccc4c(c3)OCO4)CC2)c2ccccc21 | -13 | -20 | -7 | 6 | 20 | -1 | -10 | -25 | 2 | i
CCN(CC)S(=O)(=O)c1ccc2c(c1)c(=O)c(C(=O)NCCc1ccccc1)cn2C | -12 | 0 | 2 | -5 | 16 | 1 | -3 | 10 | 3 | i
O=C(c1ccc(Cl)cc1)c1ccc(OCC(O)CN2CCOCC2)cc1 (centres undefined) | -14 | 2 | 5 | 1 | 2 | -1 | -2 | 12 | 6 | i
COC(=O)c1ccc(SC2CCCCC2)c([N+](=O)[O-])c1 | -42 | -1 | -9 | -3 | 24 | -2 | -8 | 1 | -1 | i
CCCNC(=O)Cn1cnc2sc(C(=O)N3CCN(CCC)CC3)c(C)c2c1=O | -15 | 4 | -9 | 2 | 20 | / | -2 | 7 | -3 | i
Cc1ccc(S(=O)(=O)N2CCC(=O)N2)cc1 | 20 | 3 | 2 | -7 | 6 | -3 | -7 | -7 | 2 | i
COc1cc(C(=O)NCC(=O)OCC(=O)Nc2nnc(-c3ccccc3)o2)cc(OC)c1OC | / | -4 | 0 | / | 20 | 0 | 2 | -5 | / | i
CCN(c1ccccc1)S(=O)(=O)c1cc(C(=O)OC(C)C(=O)Nc2ccc3c(c2)OCCO3)ccc1C (centres undefined) | -9 | 0 | -1 | -4 | 30 | 0 | -9 | 9 | 4 | i
Cc1ccc(OCC(=O)N/N=C\c2cccn2C)c([N+](=O)[O-])c1 | -97 | -3 | 2 | -2 | 21 | 2 | 14 | -11 | 0 | i
CCOc1cc(OCC)cc(C(=O)NC(=S)Nc2cccc(C(F)(F)F)c2)c1 | -21 | 1 | 0 | 3 | 13 | -5 | 7 | -15 | 0 | i
Cc1ccc(NC(=O)CCCC(=O)OC(C)C(=O)c2ccccc2)cc1 (centres undefined) | -24 | 4 | 1 | -1 | 24 | -1 | 27 | 6 | -1 | i
COc1ccc(S(=O)(=O)Nc2ccc3oc(C)c(C(=O)O)c3c2)cc1 | -15 | 3 | 13 | 3 | 29 | -2 | 30 | -1 | -1 | i
CC1CN(C(=O)C(C)Sc2nc3ccccc3s2)CC(C)O1 (centres undefined) | 4 | -2 | -1 | -2 | 16 | 4 | 0 | 1 | -4 | i
CCN(c1ccccc1)S(=O)(=O)c1ccc(Cl)c(C(=O)OCC(=O)NC(=O)C(C)C)c1 | 9 | -6 | 1 | 3 | 1 | 2 | -20 | -14 | 6 | i
CC1=NN(C(=O)c2ccccc2Br)C(O)(c2ccc(Cl)cc2)C1 (centres undefined) | -31 | 3 | 6 | 2 | 20 | 0 | 2 | 2 | 2 | i
CCc1ccc(Nc2n[n+](-c3ccccc3)c(-c3cc(OC)c(OC)cc3Br)s2)cc1 | -19 | 2 | -10 | -12 | 77 | 0 | -5 | -1 | -1 | i
Nc1o[nH]c(=O)c1Cc1ccccc1 | -2 | 3 | -1 | 5 | 14 | / | 5 | 8 | 1 | i
Clc1ccc(OCc2nnc(SCc3nc4ccccc4[nH]3)n2Cc2ccco2)cc1 | -36 | 7 | 5 | 0 | 6 | 3 | 45 | 5 | 0 | i
